Bioassay records deposited in PubChem by NCI.
yeast mec2-1 – NCI yeast anticancer drug screen, S. cerevisiae mec2-1 strain. % growth inhibition at 50 µM. 79,000 tested, 9% active;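 note: 0% = growth of vehicle-only cultures of the same strain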
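Using mec2-1 yeast: add compound, measure growth, express inhibition versus vehicle-treated cultures.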
yeast mlh1 rad18 – NCI yeast anticancer drug screen, S. cerevisiae mlh1 rad18 strain | % growth inhibition at 50 µM | 79,000 tested, 11% active;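 note: 0% = growth of vehicle-only cultures of the same strain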
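Growth inhibition of the yeast strain was measured after compound exposure and expressed relative to vehicle-treated controls. The strain carries defined defects in DNA damage repair.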
yeast bub3 – NCI yeast anticancer drug screen, S. cerevisiae bub3 mutant strain. % growth inhibition at 50 µM. 78,000 tested, 9.9% active. AID 167, 2004;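 note: 0% = growth of vehicle-only cultures of the same strain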
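In this screen, a yeast mutant lacking normal mitotic checkpoint function is challenged with compound. Relative growth versus vehicle gives the inhibition value.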
yeast rad50 – NCI yeast anticancer drug screen, S. cerevisiae rad50 strain; % growth inhibition at 50 µM; 79,000 tested, 10% active; AID 155, 2004;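 note: 0% = growth of vehicle-only cultures of the same strain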
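Inhibition values express reduced yeast growth in compound-treated cultures relative to vehicle-treated controls.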
yeast cln2 rad14 – NCI yeast anticancer drug screen, S. cerevisiae cln2 rad14 strain; % growth inhibition at 50 µM; 78,000 tested, 8.3% active;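 note: 0% = growth of vehicle-only cultures of the same strain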
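Growth of compound-exposed yeast (cln2 rad14 genotype) measured and expressed as inhibition relative to vehicle.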
yeast sgs1 mgt1 – NCI yeast anticancer drug screen, S. cerevisiae sgs1 mgt1 strain; % growth inhibition at 50 µM; 78,000 tested, 10% active; AID 161, 2004;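 note: 0% = growth of vehicle-only cultures of the same strain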
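Read-out: growth inhibition vs vehicle controls. Cells: mutant yeast strain deficient in DNA damage repair.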
The depositor's hits bear a star; . = no result given; & = joins results of further samples. Cut-off read from the data, not from the text of the source: active = growth inhibition above about 70%; inactive = the rest.

SMILES	yeast mec2-1	yeast mlh1 rad18	yeast bub3	yeast rad50	yeast cln2 rad14	yeast sgs1 mgt1
O=[N+]([O-])c1ccc[nH]c1=S	-16	-36	23	-5	-7	-20
CN(/N=C/c1ccccc1)c1nnnn1-c1ccccc1	-6	10	1	3	33	-6
Cc1nc(-c2cccc(Cl)c2)oc1-c1ccccc1	28	58	48	28	53	40
NC(N)=NCCCCNCCCN=C(N)N	-43	-16	-16	-23	3	2
N=C1N(S(=O)(=O)c2ccccc2)[C@@H](Cc2ccccc2)[C@H](c2ccccc2)C1(c1ccccc1)c1ccccc1	-7	18	-4	-25	-30	6
Cc1ccc(OCC2OC(n3cnc4c(Cl)ncnc43)CC2Oc2ccc(C)cc2)cc1 (configuration not stated)	4&-10	-25&-33	34&-6	21&-1	15&-7	45&0
CNC(=O)OCc1c(COC(=O)NC)c(-c2ccsc2)n2c1CCC2	14	8	-22	18	-6	37
Nc1cc([N+](=O)[O-])ccc1O	5	18	13	10	-42	-12
O=C(NN=C1CCCC1)c1ccc([N+](=O)[O-])cc1	19	14	1	18	7	19
COC1/C=C/OC2(C)Oc3c(C)c(O)c4c(c3C2=O)C(=O)C=C(NC(=O)/C(C)=C\C=C\C(C)C(OC=O)C(C)C(O)C(C)C(OC(C)=O)C1C)C4=O (configuration not stated)	53	56	50	47	79*	52
CC(=O)CCc1cccc([N+](=O)[O-])c1	-5	-7	0	-18	-7	-14
O=[N+]([O-])c1ccc(-c2cn(-c3ccc(Cl)cc3)cn2)cc1	-4	-6	-2	3	3	8
CCN(CC)Cc1cc(C)c(O)c(N=Nc2ccc(-c3ccc(N)c(OC)c3)cc2OC)c1C	13	-21	-6	-21	-2	-8
CC1N=C(c2ccccc2)OC1=O (configuration not stated)	6	-38	11	16	28	25
COC(=O)C(Br)(C(=O)OC)C(c1ccccc1)c1ccccc1	41	37	42	38	26	72*
O=CC(=O)c1ccccc1O	37	76*	37	30	18	45
O=C(NNC(=O)c1ccc(Br)cc1)c1ccc(Br)cc1	-53	-3	-6	-8	16	0
CCOC(=O)C(Br)C(Br)c1cccc(Cl)c1 (configuration not stated)	100*	100*	100*	100*	99*	100*
CN(C)c1ccc(/C=N\NC(=S)NCCCN2CCN(CCCNC(=S)N/N=C/c3ccc(N(C)C)cc3)CC2)cc1	9	27	2	36	18	5
Cc1cc2nc3ccc(O)cc3nc2cc1N	-17	-9	4	14	2	-14
S=c1sc2ccccc2n1CN1CCOCC1	0	14	31	16	29	54
CC1=C(C)C(=O)C(CNCc2ccccc2)=[C-]C1=O.[Co].[c-]1[c-][c-][cH-][c-]1	36	32	19	46	51	45
COc1ccc2c(c1)CCCC(Br)C2=O (configuration not stated)	86*	92*	90*	37	34	88*
CCCC(CCC)(CCC)CCN(C)C	-6	-34	-9	-7	-24	-15
CC(=O)OCCc1ccc([N+](=O)[O-])cc1	13	-19	-27	4	-20	4

2 records picked at random from those above:
SMILES	yeast mec2-1	yeast mlh1 rad18	yeast bub3	yeast rad50	yeast cln2 rad14	yeast sgs1 mgt1
CN(C)c1ccc(/C=N\NC(=S)NCCCN2CCN(CCCNC(=S)N/N=C/c3ccc(N(C)C)cc3)CC2)cc1	9	27	2	36	18	5
NC(N)=NCCCCNCCCN=C(N)N	-43	-16	-16	-23	3	2

Compounds shown so far with a nitro group on carbon:
SMILES	yeast mec2-1	yeast mlh1 rad18	yeast bub3	yeast rad50	yeast cln2 rad14	yeast sgs1 mgt1
O=[N+]([O-])c1ccc[nH]c1=S	-16	-36	23	-5	-7	-20
Nc1cc([N+](=O)[O-])ccc1O	5	18	13	10	-42	-12
O=C(NN=C1CCCC1)c1ccc([N+](=O)[O-])cc1	19	14	1	18	7	19
CC(=O)CCc1cccc([N+](=O)[O-])c1	-5	-7	0	-18	-7	-14
O=[N+]([O-])c1ccc(-c2cn(-c3ccc(Cl)cc3)cn2)cc1	-4	-6	-2	3	3	8
CC(=O)OCCc1ccc([N+](=O)[O-])cc1	13	-19	-27	4	-20	4

Other compounds
SMILES	yeast mec2-1	yeast mlh1 rad18	yeast bub3	yeast rad50	yeast cln2 rad14	yeast sgs1 mgt1
CCOC(=O)c1cnc2c(ccc3[nH]cccc32)c1=O	-3	15	15	12	21	3
COC(=O)CC[C@@H](C)[C@H]1CC[C@H]2[C@@H]3CC[C@@H]4C[C@H](OC(C)=O)CC[C@]4(C)C3=CC(=O)[C@]12C	-6	32	-5	-8	19	-3
O=c1c2cc3c(=O)n(CCc4ccccc4CO)c(=O)c3cc2c(=O)n1CCc1ccccc1CO	12	18	2	30	7	0
N=C(N)n1ncc(Cl)c(Cl)c1=O	36	42	39	31	30	34
CC1(C)CCc2cc3c(O)c(-c4ccccc4)c(=O)oc3cc2O1	2	7	-6	-9	-17	-1
Cc1nc2ccccc2c(=O)n1NC(=O)c1ccc(CS)cc1	76*	65	-9	66	32	66
CN(C)CC[N+](C)(C)Cc1ccc(C[N+](C)(C)CC[N+](C)(C)Cc2ccc(CCl)cc2)cc1	98*	99*	98*	99*	96*	98*
O=C(O)c1cc(-c2ccccc2Cl)nc2cc3ccccc3cc12	-20	1	-6	-14	14	4
c1ccc2c(c1)CCC2	-10	-7	-18	12	2	-23
CC(C)(C)SC(=O)C1(C)OC1c1ccc([N+](=O)[O-])cc1 (configuration not stated)	68	80*	30	53	-21	62
O=C(Nc1cccc2ccccc12)OCCCCCCl	97*	97*	97*	97*	96*	97*
[C-]#[N+]C1(c2ccccc2)C2CC3CC(C2)CC1C3 (configuration not stated)	-7	9	-4	-2	-17	-4
OC(c1cc(C2CCCCC2)nc2ccccc12)C1CCCCN1 (configuration not stated)	-1	-13	-6	-13	3	9
O=C(NC1CCCCC1)OCCOc1ccccc1	-21	12	12	7	-14	11
Cc1cc(N2CCN(C)CC2)n2nc(-c3ccc(Cl)cc3)nc2n1	-17	32	-8	-21	39	-2
CNC(=O)Nc1ccc(/C(C)=N/NC(N)=S)cc1	6	17	-8	8	12	-5
CCN(CC)C1Oc2cc3c(cc2C(c2cc(OC)c(O)c(OC)c2)C1C)OCO3 (configuration not stated)	-24	4	-7	-15	3	-8
N#C/C(=C\NC(=S)Nc1ccc(S(=O)(=O)Nc2nccs2)cc1)C(=O)c1ccc2ccccc2c1	2	16	-8	8	-10	14
CCCC(O)(Cc1ccccc1)c1ccccc1 (configuration not stated)	-26	-14	-15	-39	-3	-15
COCCOCOCCCC#C[Si](C)(C)C	26	-19	-4	8	-1	14
O=C1NC23CC=CCC12CCCCCC3 (configuration not stated)	4	4	6	1	-61	1
CCCCCCCCCCCCCCCCCCNC(=S)NC=C(C(N)=O)C(N)=O	-8	10	-12	12	22	-8
CCCCCC(CCCC)(CCOC(=O)c1cc([N+](=O)[O-])cc([N+](=O)[O-])c1)C(C)C (configuration not stated)	59	23	-3	63	17	-3
O=CNc1ccccc1-c1ccccc1	-15	3	0	-33	-17	-18
Cc1ccc(S(=O)(=O)n2c3c(c4ccccc42)CCN2C(=O)C(S(=O)(=O)c4ccccc4)=CCC32)cc1 (configuration not stated)	96*	96*	97*	95*	98*	97*

Further records
SMILES	yeast mec2-1	yeast mlh1 rad18	yeast bub3	yeast rad50	yeast cln2 rad14	yeast sgs1 mgt1
C/C(=N/NC(=S)NCc1ccccc1)c1ncccn1	99*	99*	98*	99*	98*	99*
COc1cc2ccc3c[n+](C)ccc3c2cc1OC	-31	-58	-21	2	-22	-13
O=S(=O)(c1ccccc1)c1nccs1	-5	-15	-14	-8	8	-12
CCOC(=O)c1sc2c(c1OC(=O)c1cc(OC)c(OC)c(OC)c1)c(=O)n(-c1ccccc1)c(=S)n2-c1ccccc1	-14	-23	-19	-9	34	-2
O=C(/C=C/c1ccccc1)NC(Cc1ccccc1)C(=O)O (configuration not stated)	-11	-12	-14	-21	-6	-8
O=C1CSC(c2c(F)cccc2Cl)N1c1nncs1 (configuration not stated)	-2	10	30	9	13	31
O=S(=O)(Nc1c(Cl)c(Cl)c(NS(=O)(=O)c2ccccc2)c(Cl)c1Cl)c1ccccc1	1	16	5	46	-6	13
Clc1ccc(C=NCCN=Cc2ccc(Cl)c(Cl)c2)cc1Cl	-20	-9	.	-14	.	.
CC(=O)N1c2ccccc2Sc2ccc(C(=O)CCl)cc21	96*	95*	96*	96*	81*	94*
Cc1ccc(Nc2nc3c(s2)C(=O)c2ccccc2C3=O)c(C)c1	100*	98*	99*	99*	99*	99*
O=c1cc2[nH]c(=O)[nH]c2c(O)[nH]1	-4	-19	1	-6	-5	1
CC(C)CCCC(C)C1CCC2C3CC=C4CC(OC(=O)Nc5ccc(S(=O)(=O)c6ccc(F)cc6)cc5)CCC4(C)C3CCC12C (configuration not stated)	98*	96*	97*	96*	52	98*
CS(=O)(=O)OCCN(CCOS(C)(=O)=O)c1ccc(C=Nc2ccc(-c3csc(Cc4ccccc4)n3)cc2)c(Cl)c1	77*	.	76*	71*	77*	71*
NCCCCCCO	-24	24	4	21	-1	22
O=C(NNC(=O)c1cccc(C(=O)NNC(=O)c2ccc(Cl)c(Cl)c2)n1)c1ccc(Cl)c(Cl)c1	46	51	70*	44	81*	53
CC(C)N=C(NC#N)NS(=O)(=O)c1cnccc1NC1CCCCCCC1	1	3	-20	-18	-3	-2
Cc1cc(OCC(=O)O)c(Cl)cc1Cl	-10	-12	-18	-13	-23	-50
COC1=CC(=O)c2ccc(C(C)C)cc2C1(C)C1=NC(C)(C)CO1 (configuration not stated)	-14	-10	-6	-2	17	-1
C=CCC12CC(O)C(O)CC1(O)OC(c1cc(OC)c(OC)c(OC)c1)C2C (configuration not stated)	-12	1	-3	-19	5	-5
Oc1cccc(NCSc2ccc(Cl)cc2)c1	95*	94*	94*	93*	92*	96*
COC(=O)C(Cc1c[nH]c2ccccc12)NC(=O)c1ccccc1NC(=O)OCc1ccccc1 (configuration not stated)	-13	8	15	6	-14	9
CC(=O)c1cc(C)nc(N)n1	7	-5	-10	-7	1	-7
Cc1nc(N)[nH]c(=O)c1CCCCN	27	14	26	-1	-5	-6
CN(C)CCNC(=O)c1ccc(Cl)c2cc3ccccc3nc12	66	86*	16	83*	51	58
CCOC1([N+](=O)[O-])c2ccccc2-c2nc3ccccc3cc21 (configuration not stated)	76*	92*	79*	97*	64	74*

More results:
SMILES	yeast mec2-1	yeast mlh1 rad18	yeast bub3	yeast rad50	yeast cln2 rad14	yeast sgs1 mgt1
Cc1cc(Cl)c(=O)n(-c2ccccc2)n1	-10	-16	5	4	-28	-10
O=C(O)C(Cc1ccccc1)NC(c1ccccc1)P(=O)(O)O (configuration not stated)	10	15	3	1	7	23
O=C1NCCN1/N=C/c1c(Cl)n(-c2ccccc2)c2ccccc12	-5	-15	-8	3	-3	-8
CNC(=O)OC1/C(C)=C\C(C)C(O)C(OC)CC(C)CC2=C(OC)C(=O)C=C(C2=O)N(C)C(=O)/C(C)=C/C=C\C1OC (configuration not stated)	84*	51	74*	65	50	66
CC1ON2CCCC2[C@H]1C(=O)N1C2CC3CCC2(CS1(=O)=O)C3(C)C (some centres not stated)	3	-37	19	-4	0	-29
Cc1c(C)c(C(=O)O)c(C)c(C)c1C(=O)O	-8	0	24	26	9	18
O=C1CCC(=O)N1	-1	-18	4	-4	2	-5
Clc1ccc(SSc2ccc(Cl)cc2Cl)c(Cl)c1	9	19	4	33	11	24
CC(C)c1cccc(C(C)C)c1NC(=O)OC1CCCCC1C (configuration not stated)	-18	-6	-5	-21	-2	7
Clc1ccc(NC2=NCCN=C(Nc3ccc(Cl)c(Cl)c3)SS2)cc1Cl	-21	-34	-28	-27	-14	-15
CC(=O)NCc1cc2c3c(c1)CCCN3CCC2	-7	-5	0	6	-33	4
COC(=O)NCc1nc2ccc(Cl)cc2[nH]1	-6	-3	-25	-1	-12	-7
Cc1ccc(S(=O)(=O)SC(SCC(=O)c2ccc(Br)cc2)C(=O)c2ccc(Br)cc2)cc1 (configuration not stated)	-10	13	0	27	20	33
Cc1ccccc1/C=C1/N=C(c2ccccc2)OC1=O	-17	-7	-14	-27	1	-20
C=C(C(=O)OC)N1C(=O)CC(C)C1=O (configuration not stated)	80*	68	85*	76*	47	77*
O=C(Sc1c(-c2ccccc2)c(=O)n(-c2ccccc2)c(=S)n1-c1ccccc1)c1ccccc1	-1	18	19	14	0	13
COP(=O)(CN1C(=O)c2ccccc2C1=O)c1ccccc1 (configuration not stated)	8	22	12	5	13	27
Cc1nc(N)nc(C)c1N=Nc1ccc(S(N)(=O)=O)cc1	9	10	1	9	-44	7
CC(=O)/C=C\C1CC2C=CC1C2 (configuration not stated)	-10	32	-20	-12	17	4
O=C1CCC(=O)c2ccccc2N1	-8	12	21	13	11	9
COc1ccc2c(c1)CCCN2S(=O)(=O)c1ccc(N)cc1	27	47	32	46	-7	37

Rows were taken by chance, and some 14% of all compounds hit somewhere here.
